High-throughput results: PubChem, SRMLSC
SK-BR-3 tox 24h = SK-BR-3 proliferation inhibitors | hit rate 0.47% among 41,000 | viability, % at 10 µM | AID 847 | SK-BR-3 viability, CellTiter-Glo ATP luminescence, 24 h; hits give low values;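 active means viability at or below the median of all test compounds minus 3 SD, in both replicates if run twice, cut at about 45% in these data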;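 further: 100% = median untreated cell wells and 0% = median positive control drug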
Numbers without * were called inactive.

SMILES	SK-BR-3 tox 24h
COCCNC(=O)C(c1cccs1)N(C(=O)Cn1nnc2ccccc21)c1cccc(C(C)=O)c1 (stereo not given)	97
Cc1nnc(SCC(=O)Nc2ccccc2N2CCOCC2)s1	94
COC(=O)[C@H](Cc1ccccc1)NC(=O)Nc1ccc(S(N)(=O)=O)cc1	118
CC(C)NC(=O)c1cnc(N2CCN(c3ccccn3)CC2)c2ccccc12	63
COc1cc(OC)cc(N(C(=O)c2ccco2)C(C(=O)NC2CCCC2)c2ccc(N(C)C)cc2)c1 (stereo not given)	99
CCC(=O)N(Cc1cc2ccccc2[nH]c1=O)C(C)C	98
CCOc1ccc(OCC)c(NC(=O)CN2CCN(c3cccc(C)c3)C(C)C2)c1 (stereo not given)	73
CC(C)c1ccc(NC(=O)C2CC(=O)N=C(N)S2)cc1 (stereo not given)	92
CCOc1ccc(S(=O)(=O)N2CCN(c3ccccc3OC)CC2)c2cccnc12	69
CCO/C=C/C(=O)N(C)CCC#N	91
C=CCSc1nnc2c(n1)OC=Nc1ccc(Br)cc1-2	97
CCOC(=O)c1cccc(NC(=O)CSc2nc3ccccc3c(=O)n2CCOC)c1	71
O=C(CC(c1ccc(F)cc1)c1ccco1)N1CCOCC1 (stereo not given)	110
Cc1ccc(S(=O)(=O)N2CCCC(NC(=O)N3CCN(c4ccccc4)CC3)C2)cc1 (stereo not given)	94
Cc1ccc(C(OC(=O)c2ccco2)C(=O)NCc2cccs2)cc1 (stereo not given)	92

Rewritten field by field: 3 of the compounds above.
> COC(=O)[C@H](Cc1ccccc1)NC(=O)Nc1ccc(S(N)(=O)=O)cc1
  SK-BR-3 tox 24h: 118

> CC(C)NC(=O)c1cnc(N2CCN(c3ccccn3)CC2)c2ccccc12
  SK-BR-3 tox 24h: 63

> COc1cc(OC)cc(N(C(=O)c2ccco2)C(C(=O)NC2CCCC2)c2ccc(N(C)C)cc2)c1 (stereo not given)
  SK-BR-3 tox 24h: 99

The results go on.
SMILES	SK-BR-3 tox 24h
O=C(Cn1nnc(-c2ccc(OCc3ccccc3F)cc2)n1)N1CCOCC1	94
O=C(CCCCCN1C(=O)c2ccccc2C1=O)NCc1ccccn1	109
CC(=O)N1CCN(c2ccc(NC(=O)c3ccc(C(C)(C)C)cc3)cc2)CC1	89
CC(=O)c1ccc(NS(=O)(=O)c2cccc(C)c2)cc1	76
CN(c1ccccc1C(=O)Nc1cccc(C(F)(F)F)c1)S(C)(=O)=O	85
CCOc1ccccc1NC(=O)NC1(C(=O)N2CCN3CCCC3C2)CCCCC1 (stereo not given)	86
COCc1nnc(NC(=O)c2sc3ccccc3c2Cl)s1	89
NC(=O)C1CCN(C2OC(=O)c3ccccc32)CC1 (stereo not given)	93
Cc1cc(/C=N/n2cnnc2)c(C)n1-c1ccc(OCc2ccc(F)cc2)cc1	97
Cc1ccc2[nH]c3c(N4CCN(Cc5ccc6c(c5)OCO6)CC4)ncnc3c2c1	78
CCOC(=O)C1=C(N)n2c(s/c(=C\c3ccco3)c2=O)=C(C(=O)OCC)C1c1ccco1 (stereo not given)	109
C[C@@H]1C[C@H](O)c2cc(Cl)ccc2N1	98
Cc1cc(=O)n(CC(C)C)c(O)c1C#N	106
COCCCNC(=O)c1c(N)n(-c2cccc(S(N)(=O)=O)c2)c2nc3ccccc3nc12	108
CN(C)S(=O)(=O)CC12CCC(CC1=O)C2(C)C (stereo not given)	87
CCC1CCc2c(sc3ncnc(N4CCOCC4)c23)C1 (stereo not given)	86
Cc1cc(C(=O)NCc2cccnc2)cs1	94
CCSc1nc2c(c(=O)[nH]1)C(c1ccncc1)C(C(=O)OC(C)C)=C(C)N2 (stereo not given)	86
CCOC(=O)/C(C(C)=O)=C1\OC(=O)c2ccccc21	103
COc1ccccc1N(CC(=O)Nc1cccnc1)S(C)(=O)=O	100
COc1cc(OC)c(-c2nn3c(-c4ccco4)nnc3s2)cc1OC	88
CCCn1c(SCC(=O)Nc2cccc(NC(C)=O)c2)nnc1C(C)C	113
N#CC1=C(N)OC2=C(C(=O)CCC2)C1c1ccncc1 (stereo not given)	73
O=C(O)C1CCCN1C(=O)OCc1ccccc1 (stereo not given)	73
O=C(Nc1ccccc1)N1CC=C(c2ccc(F)cc2)CC1	88
O=C(NCCCN1CCCCC1)c1ccc2c(=O)n(CCc3ccccc3)c(=O)[nH]c2c1	67
CCOC(=O)C1=C(C)NC(C)=C(C(=O)OCC)C1c1cc(N)ccc1OC(F)F	73
COc1cc(COCC(O)CN2CCOCC2)cc(OC)c1OC (stereo not given)	83
CCc1cc(=O)oc2cc(OCc3nn[nH]n3)ccc12	84
COCCn1c(C)c(C(=O)O)sc1=S	97

Brought forward from above: 4 entries; new compounds follow.
SMILES	SK-BR-3 tox 24h
CCOC(=O)C1=C(C)NC(C)=C(C(=O)OCC)C1c1cc(N)ccc1OC(F)F	73
COc1cc(COCC(O)CN2CCOCC2)cc(OC)c1OC (stereo not given)	83
CCc1cc(=O)oc2cc(OCc3nn[nH]n3)ccc12	84
COCCn1c(C)c(C(=O)O)sc1=S	97
COC(=O)C1=C(C)Nc2ncnn2C1c1ccc(OCc2ccccc2)cc1 (stereo not given)	93
COC(=O)C1=C(C)OC(N)=C(C#N)C1c1cc(OC)ccc1OC (stereo not given)	102
O=C(NC(c1ccccc1)c1ccccc1)N1CCN(CCO)CC1	93
CCn1c(SCC(=O)O)nc2sc3c(c2c1=O)CCC3	133
Cc1ccc(S(=O)(=O)n2nc(OC(=O)C3CCCCC3)cc2N)cc1	76
Nc1cccc(C(=O)Nc2ccco2)c1	88
N#Cc1nc(-c2ccccc2)oc1NCCN1CCCCC1	95
COc1cccc2c(C)c(C(=O)O)[nH]c12	87
Cc1nc(SCC(C)C)[nH]c(=O)c1Cc1ccccc1	91
Cc1ccccc1CSc1nnc(-c2ccccn2)n1N	124
CCC(C)[C@H](NC(=O)NCc1cccc(OC)c1)C(=O)O (stereo not given in full)	89
CCOC(=O)c1cnc(SCC(=O)Nc2nnc(CC)s2)nc1N	70
C=C(C)COc1ccc(-c2n[nH]c(C)c2-c2ccccc2)c(O)c1	107
CCOC(=O)c1cnc2ccc(C(=O)OC)cc2c1NCc1ccco1	95
Cc1cc(C)cc(NC(=O)CSc2nnc(-c3ccccc3Br)o2)c1	86
CSc1cccc(NC(=O)CSc2ccccc2)c1	95
Cc1noc(C)c1C(=O)NC(C)c1ccc2c(c1)OCO2 (stereo not given)	78
COc1cc(OC)nc(NC(=O)CN2CCN(c3ccc(F)cc3)CC2)n1	85
Cc1ccc(NC(=O)NCCCN2CCOCC2)cc1	90
Cc1cc(O)c(-c2cc(C(=O)NCc3ccc4c(c3)OCO4)[nH]n2)cc1C	85
CC1Cn2c(nnc2-c2cc3ccccc3cc2O)S1 (stereo not given)	97
Cc1ccc(N2CCN(c3ccc(C)cc3)C2c2ccncc2)cc1	74
CCOC(=O)c1c(NC(=O)CSc2n[nH]c(-c3ccco3)n2)sc(C)c1C	76
Cc1ccc(C(=O)CSc2nnc(-c3ccco3)o2)o1	83
O=C(CCNC(=O)Cn1cnc2ccccc2c1=O)NCC1COc2ccccc2O1 (stereo not given)	87
COc1ccc(C(=O)O)cc1S(=O)(=O)Nc1cccc(C)c1	109
Cc1ccc(C)c(-n2c(SCC(=O)Nc3nnc(C)s3)nnc2-c2ccoc2C)c1	98
O=C1N=C(N2CCOCC2)S/C1=C1\C(=O)N(Cc2ccccc2)c2ccc(Br)cc21	84
CCC1CCCCN1S(=O)(=O)c1ccc(C(=O)Nc2nnc(-c3ccccc3Cl)o2)cc1 (stereo not given)	97
CC(=O)OCC(=O)[C@@]1(O)CC[C@H]2[C@@H]3CCC4=CC(=O)CC[C@]4(C)[C@H]3[C@@H](O)C[C@@]21C	117
COc1ccc(C2C(C(=O)NCc3ccccn3)c3ccccc3C(=O)N2C)cc1OC (stereo not given)	90
COc1ccc(Cl)cc1C(=O)Nc1ccc2c(c1)OCO2	91
O=C(N1CCOCC1)N(Cc1ccccc1)c1ccccn1	81
CCOC(=O)C(C)c1nn(C)c(=O)c2ccccc12 (stereo not given)	109
Cc1cc(C)nc(N2CCCC(C(=O)Nc3ccc4nc(C)c(C)nc4c3)C2)n1 (stereo not given)	79
Cn1c(SCC(=O)Nc2ccc3c(c2)oc2ccccc23)nnc1-c1ccccc1	87
CC1CCCN(C(=O)CSc2nnc(-c3cccnc3)n2C2CCCCC2)C1 (stereo not given)	86
CC(NC(=O)c1cc(-c2ccc(Br)cc2)on1)c1ccccc1 (stereo not given)	73
Cn1ncc2nnn(-c3ccccc3)c(=O)c21	92
CCCC1(C(=O)OCC)NC(c2ccc(N(C)C)cc2)C2C(=O)N(c3ccccc3)C(=O)C21 (stereo not given)	94
Cn1c(=O)[nH]c(=O)c2c1ncn2CCN1CCCCC1	102
CCOC(=O)c1cccc(NC(=O)CCc2nc(-c3ccccc3F)no2)c1	74
CCCc1nc(C)c(-c2ccc(OC)c(OC)c2)c(=O)[nH]1	83
O=C(Nc1cccnc1)C1CC(c2ccc(Cl)c(Cl)c2)=NO1 (stereo not given)	95
COC(=O)c1ccc(CN2C(=O)c3ccccc3S2(=O)=O)cc1	93

Among those listed so far, 4 have bromine.
SMILES	SK-BR-3 tox 24h
C=CCSc1nnc2c(n1)OC=Nc1ccc(Br)cc1-2	97
Cc1cc(C)cc(NC(=O)CSc2nnc(-c3ccccc3Br)o2)c1	86
O=C1N=C(N2CCOCC2)S/C1=C1\C(=O)N(Cc2ccccc2)c2ccc(Br)cc21	84
CC(NC(=O)c1cc(-c2ccc(Br)cc2)on1)c1ccccc1 (stereo not given)	73

Further structures
SMILES	SK-BR-3 tox 24h
O=C(Nc1ccccc1)N(CCCN1CCOCC1)Cc1ccccc1F	108
Cc1cc(C)c2[nH]c(=O)c(C(c3nnnn3Cc3ccc4c(c3)OCO4)N3CCCCC3)cc2c1 (stereo not given)	104
COc1ccc(OC)c2sc(N3CCN(c4ccccc4)CC3)nc12	70
O=C(Nc1ccccn1)c1cccc(S(=O)(=O)N2CCCCC2)c1	93
COc1ccc(OC)c(-c2nnc(SCC(=O)N3CCCc4ccccc43)o2)c1	71
Cc1ccc(S(=O)(=O)N2CCN(C(=O)c3ccccc3)C2C(C)C)cc1 (stereo not given)	101
CC(C)Sc1nnc([C@H](C)NC(=O)OC(C)(C)C)o1	97
Fc1ccc2[nH]c3c(N4CCN(Cc5ccc6c(c5)OCO6)CC4)ncnc3c2c1	80
CCc1sc(NC(=O)CN2CCOCC2)nc1-c1ccccc1	86
CC1(C)C2CCC1(CS(=O)(=O)N1CCCc3ccccc31)C(=O)C2 (stereo not given)	88
CN(C)c1ncc(C(=O)O)cn1	72
CCCC(=O)c1ccc(N2CCOCC2)c(F)c1	92
CCn1c(SCC(=O)Nc2ccc(N3CCOCC3)c(Cl)c2)nnc1-c1ccc(N)cc1	86
CCOC(=O)c1cnc(SCc2nc(N)nc(Nc3ccccc3)n2)nc1N	87
Cc1cc(C)n(-c2ccc(C(=O)NC(C)C)cc2)n1	106

The last 4 entries of the part above open the next one:
SMILES	SK-BR-3 tox 24h
CCCC(=O)c1ccc(N2CCOCC2)c(F)c1	92
CCn1c(SCC(=O)Nc2ccc(N3CCOCC3)c(Cl)c2)nnc1-c1ccc(N)cc1	86
CCOC(=O)c1cnc(SCc2nc(N)nc(Nc3ccccc3)n2)nc1N	87
Cc1cc(C)n(-c2ccc(C(=O)NC(C)C)cc2)n1	106
Oc1ccccc1-c1nnc(-c2ccc(C(F)(F)F)cc2)o1	92
CC(=O)c1cccc(NC(=O)C2CCCN(S(=O)(=O)c3ccccc3)C2)c1 (stereo not given)	104
COc1cccc(C2C3=C(CCCC3=O)Nc3nc(-c4cc(OC)c(OC)c(OC)c4)nn32)c1 (stereo not given)	58
CCCc1cc(C(N)=O)c(NC(C)=O)s1	109
Cc1ccc(S(=O)(=O)c2nc(C(C)(C)C)oc2N2CCOCC2)cc1	79
CNc1nc2sc3c(c2c(=O)n1C)CC(C)(C)SC3	85
Cc1cc(=O)[nH]c(-n2nc(C)cc2C)n1	81
O=C(c1cccnc1)N1C2C=CC(C2)C1(C(F)(F)F)C(F)(F)F (stereo not given)	84
CCN(CC)c1nc2ccccc2nc1C(C#N)C(=O)NCCCOC (stereo not given)	71
CC1(C)CC(=O)C2=C(C1)NC(=O)CC2c1cccc(F)c1 (stereo not given)	100
O=C(CSc1nc2ccccc2n1CC(=O)N1CCCC1)Nc1ccc2c(c1)OCO2	96
Cc1ccc(C(C)C)c(OCC(=O)N2CCOCC2)c1	89
Cc1cc(C(=O)NCCCn2ccnc2)sc1-c1ccccc1	93
COc1cccc(CN(Cc2cccnc2)S(=O)(=O)c2ccc(-n3cnnn3)c(C)c2)c1OC	114
CC1=CC(C)(C)C(C(=O)O)C(C(=O)O)C1 (stereo not given)	97
COc1ccc(Cl)c(S(=O)(=O)N2CCCC2)c1	108
Cc1ccc(C2C(C(=O)c3cc4ccccc4o3)=C(O)C(=O)N2CCCN(C)C)cc1 (stereo not given)	102
O=C(COC(=O)c1cnccn1)Nc1ccc2c(c1)OCO2	98
O=C(O)CSc1nc(-c2ccccc2)nc2c1oc1ccccc12	102
Cc1ccc2cc(C(c3nnnn3C3CCCC3)N(Cc3ccccc3)Cc3ccco3)c(=O)[nH]c2c1 (stereo not given)	81
CCOC(=O)CCC(NC(=O)c1ccc(NCN2C(=O)CCC2=O)cc1)C(=O)OCC (stereo not given)	110
COc1ccc(CCNc2nc(N3CCCCC3)nc(N3CCCCC3)n2)cc1OC	105
CCCc1nnc2n1N=C(c1ccc(OC)c(OC)c1)CS2	79

Only part of the results is shown; count on the stated rates, not on these rows.
